# OX1R antag-1: human HCRTR1 antagonism; O43613; CHO/OX1R cells, Fluo-8 calcium fluorescence, orexin A; inhibition, % at 5 µM; 330,000 compounds, 0.43% hits; AID 434989;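 active = inhibition above its plate's threshold, mean inhibition of all tested compounds on the plate plus 3 SD, cut at about 37% in these data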;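 also: 0% = orexin A challenge wells and 100% = SB-334867-A antagonist wells; not every result past the cut was called active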
# Target sequence (O43613 whole entry, looked up): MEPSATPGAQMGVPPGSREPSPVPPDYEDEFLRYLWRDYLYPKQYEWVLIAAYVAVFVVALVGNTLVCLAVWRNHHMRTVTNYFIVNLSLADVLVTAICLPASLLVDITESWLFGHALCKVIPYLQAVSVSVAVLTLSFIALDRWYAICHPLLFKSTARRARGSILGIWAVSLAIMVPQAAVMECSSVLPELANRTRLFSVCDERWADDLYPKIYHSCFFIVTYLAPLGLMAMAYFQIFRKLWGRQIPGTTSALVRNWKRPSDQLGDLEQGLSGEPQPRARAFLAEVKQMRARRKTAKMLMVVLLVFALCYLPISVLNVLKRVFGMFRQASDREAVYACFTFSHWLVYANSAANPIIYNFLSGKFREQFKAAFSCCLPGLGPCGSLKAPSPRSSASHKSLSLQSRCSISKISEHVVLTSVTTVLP
# OX1R antag-2: blocks the human orexin 1 receptor | OX1R-expressing cells, FRET antagonist read-out | inhibition, % at 6.6 µM | O43613 | AID 485270 | 330,000 compounds, 1.8% hits; in the data active = inhibition mostly above about 38%, no sharp cut-off; inactive = mostly below about 40%;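 also: 0% = agonist challenge alone and 100% = reference antagonist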
# * marks the source's active call; other numbers are inactive results.
# Fields – OX1R antag-1 | OX1R antag-2
> COc1ccc(C(=O)N[C@H](C(=O)NCc2ccc(C)cc2)C(C)C)cc1
→ -24 | 7
> O=C(Cc1cccs1)N1CCCC(c2nc3c(nnn3Cc3ccc(F)cc3)c(=O)[nH]2)C1 (stereo unspecified)
→ -31 | 12
> CCOc1cc(CNCC(C)C)cc(Cl)c1OCc1ccccc1
→ -18 | 21
> CCCn1nc2cc(C(=O)NCc3ccc(OC)cc3)ccc2c1OCC
→ -14 | 20
> Cc1ccc(NS(=O)(=O)c2cccc(C(=O)NNC(=O)c3cccn3C)c2)c(C)c1
→ 3 | 0
> Cc1cccc(NS(=O)(=O)c2cccc(C(=O)N3CCN(C/C=C/c4ccccc4)CC3)c2)c1
→ -8 | 5
> COC(=O)c1c(NC(=O)Cc2cccs2)sc(C(=O)N2CCCCC2)c1C
→ -19 | 33
> CCOc1ccc(NC(=O)C2CCCN(S(=O)(=O)c3cccc4nsnc34)C2)cc1 (stereo unspecified)
→ -8 | 4
> CCOc1ccccc1N1CC(C(=O)Nc2ccccc2N2CCCC2)CC1=O (stereo unspecified)
→ -27 | 4
> COc1ccc2[nH]c(=O)c(CN(CC3CCCO3)C(=S)Nc3ccccc3)cc2c1 (stereo unspecified)
→ -20 | 4
> Nc1n[nH]c2cccc(Cl)c12
→ -3 | 8
> Nc1[nH]ncc1-c1ccc(F)cc1
→ 2 | 6
> O=C(COc1ccc2c(c1)oc(=O)c1ccccc12)NC(Cc1ccc(Cl)cc1)C(=O)O (stereo unspecified)
→ 13 | 10
> CCCCNC(=O)c1ccccc1NC(=O)c1ccccc1N(C)S(C)(=O)=O
→ -24 | 12
> N#Cc1ccc(C(=O)Nc2nc3ccccc3[nH]2)cc1
→ -9 | 3
> Oc1ccc2ccccc2c1CNc1ccccn1
→ -15 | 4
> CN(Cc1cn(Cc2ccccc2)nc1-c1ccc2c(c1)OCO2)Cc1nccn1C
→ -35 | 18
> CCOC(=O)CC12CN3CN(C1)CC(CC(=O)OCC)(C3)C2=O
→ -3 | 6
> CCOc1ccc(C(=O)NNC(=O)CCNC(=O)c2ccc(Br)cc2)cc1OC
→ -27 | -2
> O=C(OCC(=O)N1CCN(c2ccccc2)CC1)c1ccc2ncsc2c1
→ -7 | 11
> COc1ccccc1/C=C/c1onc(C)c1S(=O)(=O)N1CCC(C(=O)NC2CCCCCC2)CC1
→ -20 | 20
> CCN(CC)c1ccc(/C=N/Nc2nc3ccccc3[nH]2)c(O)c1
→ 8 | 69
> Cc1ccc(CC(NC(=O)c2ccccc2)C(=O)NC(C)C(=O)O)cc1 (stereo unspecified)
→ -12 | -7
> CCn1c(CNC(=O)c2ccccc2Cl)cc2ccccc21
→ -17 | 7
> CCSc1nnc(NC(=O)c2cc(C)oc2C)s1
→ -15 | 1
> CCOC(=O)N1CCC(Nc2c(NCCN3CCN(Cc4ccccc4)CC3)c(=O)c2=O)CC1
→ -22 | 3
> Cn1c(SCC(=O)N/N=C/c2ccccn2)nnc1-c1ccccc1
→ -2 | 5
> Cc1cccc(C(=O)N2CCN(c3ccc(N4CCOCC4)nn3)CC2)c1
→ -2 | 28
> COc1ccc(CCn2cnc3c([nH]c4ccccc43)c2=O)cc1
→ -15 | 5
> CC(=O)c1cc(F)c(N2CCN(C(=O)c3ccco3)CC2)cc1C
→ -19 | 28
> O=C1NC(c2cccs2)Nc2ccccc21 (stereo unspecified)
→ -3 | 23
> Nc1ccc(S(=O)(=O)N2CCOCCOCCOCCOCCOCC2)cc1
→ -14 | -5
> COC(=O)c1sc(NC(=O)COc2c(C)cccc2C)nc1C
→ -38 | 17
> Cc1ccccc1NS(=O)(=O)c1ccc(C(=O)NCC(c2ccco2)N(C)C)cc1 (stereo unspecified)
→ -19 | 12
> COc1cc(C(C)=O)ccc1OCC(=O)NCC(c1ccc(F)cc1)N1CCOCC1 (stereo unspecified)
→ -20 | 7
> CCOC(=O)c1cc(-c2ccccc2)sc1NC(=O)CN1C(=O)c2ccccc2C1=O
→ -8 | 4
> Cc1cc(Cl)c(S(=O)(=O)Nc2ccccn2)cc1OCC(N)=O
→ -16 | 18
> COc1ccc(NC(=O)CC2C(=O)N(C)C(=S)N2Cc2cccs2)cc1 (stereo unspecified)
→ -9 | 17
> CS(=O)(=O)c1ccc(Cl)c(NC(=O)c2cc(=O)[nH]c3ccc(S(=O)(=O)N4CCOCC4)cc23)c1
→ -16 | 8
> CCC(CC)NC(=O)COC(=O)CCC(=O)c1ccc(Cl)cc1
→ -38 | 3

# Random excerpt: four records from the list, in no set order.
# Fields – OX1R antag-1 | OX1R antag-2
> CS(=O)(=O)c1ccc(Cl)c(NC(=O)c2cc(=O)[nH]c3ccc(S(=O)(=O)N4CCOCC4)cc23)c1
→ -16 | 8
> Cc1cccc(NS(=O)(=O)c2cccc(C(=O)N3CCN(C/C=C/c4ccccc4)CC3)c2)c1
→ -8 | 5
> Cc1ccc(CC(NC(=O)c2ccccc2)C(=O)NC(C)C(=O)O)cc1 (stereo unspecified)
→ -12 | -7
> CN(Cc1cn(Cc2ccccc2)nc1-c1ccc2c(c1)OCO2)Cc1nccn1C
→ -35 | 18

# The list continues:
# Fields – OX1R antag-1 | OX1R antag-2
> NS(=O)(=O)c1ccc(CCNC(=O)CCC(=O)c2cccs2)cc1
→ -3 | 9
> O=C(C1=C(O)C(=O)N(CC2CCCO2)C1c1cccc(O)c1)c1ccco1 (stereo unspecified)
→ 0 | 12
> COCCN(C(=O)CC(C)(C)C)c1nnc(-c2cccnc2)s1
→ -15 | 13
> COc1ccc2c(C=Nc3c(C)n(C)n(-c4ccccc4)c3=O)c(O)n(Cc3ccco3)c(=O)c2c1
→ -13 | 2
> COc1ccc(N(CC(=O)N/N=C/c2cc(OC)ccc2OC)S(=O)(=O)c2ccccc2)cc1
→ -34 | 5
> CCOC(=O)C1CCN(c2ncnc3cc(OC)c(OC)cc23)CC1
→ -12 | 20
> COc1nc(-c2ccccc2)ccc1-c1noc(-c2ccccc2)n1
→ -23 | 17
> CC1CCCCC1NC(=O)CSc1nnc(-c2ccncc2)n1CCCN(C)C (stereo unspecified)
→ -1 | 26
> COc1ccc(-c2oc3ccc(-c4cc(OC)c(OC)c(OC)c4)cc3c2-c2ccc(OC)nc2)cc1
→ -33 | 27
> O=C(N/N=C/c1ccco1)c1cc2ccccc2o1
→ -6 | 15
> CCOC(=O)c1cc(C)sc1N1C(=O)C2C3C=CC(C3)C2C1=O (stereo unspecified)
→ -8 | 4
> CCOCCCNc1nc(-c2ccccc2)nc2ccccc12
→ -9 | 13
> CC1CN(C(=O)CCC(=O)NCCCN2C(C)CCCC2C)c2ccccc2O1 (stereo unspecified)
→ -9 | 2
> COCCNC(=O)C(c1ccccc1)N(C(=O)Cn1nnc2ccccc21)c1cccnc1 (stereo unspecified)
→ -12 | 1
> CS(=O)(=O)N1CCCC(C(=O)Nc2ccc(F)cc2)C1 (stereo unspecified)
→ -7 | 6
> CN1CCN(NC(=O)c2ccc(S(=O)(=O)N3CC4(C)CC3CC(C)(C)C4)cc2)CC1 (stereo unspecified)
→ 1 | 18
> O=C1CN(C(=O)COc2ccccc2Cl)c2ccccc2N1
→ 3 | 0
> O=C1OC(c2ccccc2)C2(CCCC2)C(=O)C12CCCC2 (stereo unspecified)
→ -15 | 18
> COC(=O)c1ccc(C)c(NC(=O)CSc2sc3c(O)cc(=O)[nH]c3c2C#N)c1
→ 3 | 10
> O=C(O)CCCc1ccc2ccc3cccc4ccc1c2c34
→ 14 | 2
> CC(=O)c1cccc(S(=O)(=O)N2CCC(C(=O)O)CC2)c1
→ -4 | 5
> Cc1cc(NS(=O)(=O)c2cn(C)nc2C)no1
→ 6 | 14
> CSc1nc(SCC(=O)NCc2ccco2)c2c3c(sc2n1)CN(C)CC3
→ -3 | 27
> Cc1ccc(S(=O)(=O)Nc2ccncc2)c(C)c1N(C)S(=O)(=O)c1ccc(F)cc1
→ -12 | 19
> COc1ccc(OC)c(/C=C(\NC(=O)c2ccccc2)C(=O)N/N=C/c2ccc(C)s2)c1
→ -21 | 7
> O=C1CC(SC(=Nc2ccccc2)Nc2ccccc2)C(=O)N1c1cccc2ccccc12 (stereo unspecified)
→ -13 | 13
> COc1ccc(N=C2NN=C(c3ccc4c(c3)OCCO4)CS2)cc1
→ -7 | 21
> O=S(=O)(c1ccc(Cl)cc1)N1CCN(Cc2ccc(O)c3ncccc23)CC1
→ -42 | 6
> CC(=O)c1sc(NC(=O)COc2ccc(Br)cc2)nc1C
→ -22 | 8
> Cc1coc2c(C)c3oc(=O)c(CCC(=O)NCCC(=O)O)c(C)c3cc12
→ -7 | -3
> COC(=O)c1ccc(/C=C/c2c(-c3ccsc3)sc3ccccc23)cc1
→ -14 | 10
> O=C(CCCOc1ccccc1)Nc1cccnc1
→ -11 | 24
> O=C(COc1cccc2ccccc12)N/N=C/c1ccc(Sc2nc3ccccc3s2)o1
→ -31 | 13
> CC(Oc1ccccc1F)C(=O)NNC(=O)c1cccc(S(=O)(=O)N2CCN(C)CC2)c1 (stereo unspecified)
→ -4 | 2
> Nc1nonc1-n1nnc(C(=O)N/N=C/c2ccco2)c1CSc1ccccc1
→ -1 | 25
> NS(=O)(=O)c1ccc(NC(=O)CCCC(=O)O)cc1
→ -17 | 26
> CCN(C(=O)CSc1nnc(-c2ccco2)n1Cc1ccccc1)C1CCS(=O)(=O)C1 (stereo unspecified)
→ -7 | 6
> COC(=O)CNC(=O)C1CCCN1C(=O)OC(C)(C)C (stereo unspecified)
→ -1 | -1
> CCOc1cc(C2C(C(=O)N3CCCCC3)=C(C)NC3=C2C(=O)CC(C)(C)C3)ccc1O (stereo unspecified)
→ -16 | 9
> COc1cc(NC(=O)CN2CCN(c3ccccc3F)CC2)cc(OC)c1
→ -21 | 22
> CCOC(=O)N1CCN(C(=O)c2cc3c(s2)-c2ccccc2OC3)CC1
→ -11 | 10
> CC(C)OC(=O)CCc1nc2ccccc2[nH]c1=O
→ -16 | 42
> CC(=O)c1cccc(NC(=S)N2CCC(Cc3ccccc3)CC2)c1
→ -21 | 9
> CC(=O)NS(=O)(=O)c1ccc2c(c1)C(=O)c1cc(S(=O)(=O)NC(C)=O)ccc1-2
→ -13 | 58*
> O=C(c1c(Cl)cccc1Cl)N1CCN(c2cccc3[nH]ccc23)CC1
→ -5 | 8
> COc1ccc(-c2cc(C(F)(F)F)nc(N3CCN(C)CC3)n2)cc1
→ -25 | 7
> Cn1c(SCC(=O)NNC(=O)c2ccc(Cl)cc2)nnc1-c1cccnc1
→ -7 | 11
> O=C1NC2(CCCC2)C(=O)N1CCS(=O)(=O)Oc1ccccc1
→ -11 | 23
> C=C1SC(=Nc2ccccc2Cl)N(C(=O)c2sc3ccccc3c2Cl)C1(C)C
→ -26 | -4
> Cc1ccc2nc(-c3ccccc3)cc(C(=O)O)c2c1
→ -2 | 9
> C[C@@H]1C2CC(C/C2=N\NC(=O)c2ccncc2)C1(C)C (stereo partly specified)
→ 1 | 7
> COc1ccc(OC)c(NC(=O)N2CCc3ccccc3C2)c1
→ -27 | 10
> CCOC(=O)c1sc(NC(=O)c2ccc(S(=O)(=O)N(CC)CC)cc2)nc1C
→ -21 | -3
> CC(=O)Nc1ccc(S(=O)(=O)N2CCCC2)cc1
→ -3 | 15
> COc1ccc(-c2nnc(SCC(=O)c3[nH]c(C)c(C(C)=O)c3C)o2)cc1
→ -19 | 30
> CN(Cc1nc(-c2ccc(Cl)cc2)no1)C(=O)CCN1C(=O)[C@H]2CC=CC[C@H]2C1=O
→ -21 | 7
> CCOc1ccccc1NC(=O)CC(O)(C(F)(F)F)C(F)(F)F
→ -15 | 8
> COc1cc(/C=N/n2nnnc2N)ccc1OCC(N)=O
→ -8 | 7
> COc1ccc(C(=O)NCCS(=O)(=O)N2CCOCC2)cc1
→ -5 | -2
> Cc1cc(OCCCC(=O)NC2=NCCS2)ccc1Cl
→ -4 | 20

# The list continues:
# Fields – OX1R antag-1 | OX1R antag-2
> CCc1cc(-c2n[nH]c(CCC(=O)O)c2-c2nc3ccccc3n2C)c(O)cc1O
→ -22 | 15
> Cc1cc(C)c(C(=O)N2CCCC(Nc3ccc(F)cc3)C2)o1 (stereo unspecified)
→ -24 | 9
> O=C(CCN1C(=O)C2CC=CCC2C1=O)Nc1ccccc1Cl (stereo unspecified)
→ -7 | 6
> CN(C)C(=O)COC(=O)c1cccnc1Nc1ccccc1F
→ -14 | 18
> CCCNC(=O)Cn1cnc2sc(C(=O)N3CCN(Cc4ccc5c(c4)OCO5)CC3)c(C)c2c1=O
→ -4 | 8
> COc1ccc(C(=O)C2CCCN(C(=O)C3CCOCC3)C2)cc1OC (stereo unspecified)
→ 3 | 11
> O=C(CNC(=O)C1COc2ccccc2O1)N/N=C\c1ccccc1Cl (stereo unspecified)
→ -14 | 15
> COc1ccccc1NC(=S)N1CCCc2ccccc21
→ 2 | 19
> C=CCNC(=O)c1cc(Cl)cc(Cl)c1
→ -15 | 19
> CCN1CCN(C(=S)NC(CC(=O)c2ccccc2)c2ccccc2)CC1 (stereo unspecified)
→ -22 | 6
> COc1ccc(NC(=S)Nc2ccc(OCc3ccccc3)cc2)cc1OC
→ -5 | 22
> CCOC(=O)c1c(C)[nH]c(C(=O)CSc2nnc(CC(C)c3ccccc3)o2)c1C (stereo unspecified)
→ -17 | 5
> CCOC(=O)c1c(C)[nH]c(C(=O)COC(=O)[C@H](C)NC(=O)c2ccccc2Cl)c1C
→ 2 | 23

# One compound at a time (already shown).
# O=C(CNC(=O)C1COc2ccccc2O1)N/N=C\c1ccccc1Cl (stereo unspecified) is listed as OX1R antag-1: -14; OX1R antag-2: 15
# CCCNC(=O)Cn1cnc2sc(C(=O)N3CCN(Cc4ccc5c(c4)OCO5)CC3)c(C)c2c1=O is listed as OX1R antag-1: -4; OX1R antag-2: 8
# CCN1CCN(C(=S)NC(CC(=O)c2ccccc2)c2ccccc2)CC1 (stereo unspecified) is listed as OX1R antag-1: -22; OX1R antag-2: 6

# Screening data (PubChem BioAssay)
